AddAB inh = less growth of phage-infected E. coli with AddAB | E. coli expressing H. pylori AddAB, absorbance growth | inhibition, % at 11.9 µM | hit rate 0.29% among 330,000; in the data active means inhibition above about 12%;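 further: 0% = vehicle wells of infected cells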
HTR5A ag ctr = HTR5A agonism, opioid heterodimer counter-screen; HTR5A agonist assay, luminescence, cell-based; activation, % at 9.3 µM; hit rate 0.61% among 340,000; in the data active means activation mostly above about 9.5%, no sharp cut-off; inactive means mostly below about 7.6%;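 further: 0% = cells with vehicle only and 100% = reference agonist; strong numbers were not always called active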
SUMO Mot1 rescue = blocks SUMOylation pathway, rescuing yeast Mot1-301 growth. growth rescue, % at 18.8 µM. hit rate 1% among 320,000. S. cerevisiae Mot1-301 growth rescue, ATP luminescence, 38.5C; percent above DMSO median, 100 means doubled. AID 2716;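 active means every valid replicate shows activation above 250% relative to neutral control wells; inactive means the rest, any valid replicate at or below 250%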;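 further: OY570 slx delta 5 strain wells were the positive control but not used for scaling; some compounds called inactive have numbers as strong as hits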
HTR5A inv ctr = HTR5A inverse agonism, opioid heterodimer counter-screen; HTR5A cell line, luminescence; hit rate 0.083% among 340,000; inhibition, % at 9.3 µM; P47898; in the data active means inhibition mostly above about 23%, no sharp cut-off; inactive means mostly below about 18%;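 further: 0% = cells with DMSO and 100% = no-cell wells with DMSO; some compounds called inactive have numbers as strong as hits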
Ecoli viability = counter-screen for AddAB inhibitors: E. coli growth inhibition; E. coli V3065 growth, OD600 absorbance, 18 h; inhibition, % at 11.9 µM; hit rate 0.27% among 330,000; AID 449728;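 active means inhibition above the campaign's mean inhibition across all tested compounds plus 3 SD, cut at about 9.9% in these data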;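 further: uninfected addAB+ strain grown without phage in ampicillin broth; 0% = DMSO wells and 100% = ciprofloxacin 0.95 µg/ml wells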
Tat export inh = blocks Tat-dependent protein export in E. coli; inhibition, % at 10 µM; hit rate 0.036% among 340,000; AID 488895; E. coli MC4100 TorA-mCherry Tat export, fluorescence;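 active means mean replicate inhibition at least 50% and at least half of replicates individually reaching 50%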;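 further: exported cargo escapes ClpAP degradation while cytoplasmic cargo is degraded and loses fluorescence; 0% = median of neutral control wells and 100% = median of NaSCN control wells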
phage Ecoli inh = E. coli growth loss with phage present; growth absorbance; inhibition, % at 11.9 µM; hit rate 0.26% among 360,000; in the data active means inhibition above about 11%
CDK5 p35 inh = CDK5/p35 (human) kinase inhibition; Q00535+Q15078; Recombinant CDK5/p35, ADP-Glo luminescence, 60 min; inhibition, % at 10 µM; hit rate 0.01% among 330,000; AID 488839;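 active means highest replicate inhibition of at least 50% and at least 75% of replicates reaching 50%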;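 further: plate controls were DMSO neutral control for no effect and GW8510 at 10 µM for full effect; many of its hits are not listed in these tables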
PKA-R2B act = activators of human PKA-R2B complex | PKA-R2B holoenzyme dissociation, Cy5-IP20 fluorescence polarization; R2B truncated from residue 108, S112A mutant; 0% DMSO only, 100% 113 µM cGMP | activation, % at 11.4 µM | hit rate 0.079% among 340,000;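 active means activation above a cutoff set at the mean over all compounds plus 3 SD, cut at about 18% in these data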;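 further: higher means more holoenzyme dissociation and a rise in polarization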
Target sequence (P31323 whole entry, looked up, other chains not shown, the tested form may be a part): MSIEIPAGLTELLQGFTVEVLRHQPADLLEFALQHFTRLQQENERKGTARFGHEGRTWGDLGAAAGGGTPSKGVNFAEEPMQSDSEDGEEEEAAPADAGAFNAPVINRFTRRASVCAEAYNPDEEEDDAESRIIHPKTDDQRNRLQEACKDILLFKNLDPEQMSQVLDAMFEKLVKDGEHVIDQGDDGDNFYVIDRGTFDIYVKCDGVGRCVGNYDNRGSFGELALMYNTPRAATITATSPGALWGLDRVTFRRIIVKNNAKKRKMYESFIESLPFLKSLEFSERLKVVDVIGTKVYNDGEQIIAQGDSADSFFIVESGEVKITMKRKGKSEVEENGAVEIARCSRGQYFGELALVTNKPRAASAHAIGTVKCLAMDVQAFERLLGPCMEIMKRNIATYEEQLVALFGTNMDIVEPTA
DAGLB inh = diacylglycerol lipase beta (human) inhibition. Q8NCG7. inhibition, % at 5.17 µM. HEK293T DAGLB membrane lysate, EnzChek fluorogenic substrate. AID 504411. hit rate 0.059% among 340,000; in the data active means inhibition above about 34%;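 further: 0% = enzyme with vehicle and 100% = wells lacking enzyme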
Target sequence (Q8NCG7 whole entry, looked up): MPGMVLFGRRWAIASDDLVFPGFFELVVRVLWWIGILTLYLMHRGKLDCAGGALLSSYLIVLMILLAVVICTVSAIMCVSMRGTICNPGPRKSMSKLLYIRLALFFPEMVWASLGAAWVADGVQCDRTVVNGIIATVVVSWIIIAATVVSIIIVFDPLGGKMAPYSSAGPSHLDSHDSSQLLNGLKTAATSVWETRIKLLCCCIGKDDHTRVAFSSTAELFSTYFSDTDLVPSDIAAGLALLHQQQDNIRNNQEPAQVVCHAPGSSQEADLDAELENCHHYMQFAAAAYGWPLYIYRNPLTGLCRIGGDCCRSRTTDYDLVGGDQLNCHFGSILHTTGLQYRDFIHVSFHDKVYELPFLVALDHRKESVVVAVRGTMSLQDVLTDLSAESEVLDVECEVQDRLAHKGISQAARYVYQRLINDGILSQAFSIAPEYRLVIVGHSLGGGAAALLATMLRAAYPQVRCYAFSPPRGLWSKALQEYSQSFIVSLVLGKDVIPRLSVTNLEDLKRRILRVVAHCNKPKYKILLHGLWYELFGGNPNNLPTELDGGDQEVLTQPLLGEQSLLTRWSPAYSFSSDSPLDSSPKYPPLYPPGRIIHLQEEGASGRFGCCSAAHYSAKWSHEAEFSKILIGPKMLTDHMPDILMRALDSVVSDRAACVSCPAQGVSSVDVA
PKA-R1A act = PKA-R1A complex activation. hit rate 0.083% among 340,000. activation, % at 11.4 µM. PKA-R1A dissociation, Cy5-IP20 fluorescence polarization; scaled: DMSO 0%, 113 µM cGMP 100%;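 active means percent activation above the mean of all tested compounds plus 3 SD, cut at about 19% in these data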;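 further: higher means more PKAc released from R1A so a rise in polarization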
The depositor's hits bear a star; · = no result given. Hits appear at their usual frequency. About 2.3% of those tested had a hit in this group.

SMILES	AddAB inh	HTR5A ag ctr	SUMO Mot1 rescue	HTR5A inv ctr	Ecoli viability	Tat export inh	phage Ecoli inh	CDK5 p35 inh	PKA-R2B act	DAGLB inh	PKA-R1A act
CC1CC(C)(C)NC(=S)N1CCCC(=O)Nc1ccc(F)cc1 (stereo not drawn)	1.3	3	-17	-8	2.3	-2	3.0	-1.9	1	-6	-4
Cc1cccc(OCCC(=O)OCc2csc(CC(=O)Nc3ccccc3C)n2)c1	-1.1	-1	257	3	1.9	0	4.5	4.3	3	-4	-11
Cc1ccc(C(=O)CSc2nc(N)cc(=O)[nH]2)cc1C	-1.5	1	8	-3	-1.8	-4	-1.9	0.0	-9	1	5
CCC(CC)NC(=O)CN1CCN(S(=O)(=O)c2ccc(Br)s2)CC1	·	-2	·	6	·	11	-0.2	-0.5	0	-3	-6
CCCC[C@@H]1C=C(C(=O)O)[C@H](c2ccc(Cl)c(Cl)c2)N1S(=O)(=O)c1ccc(C)cc1	3.0	1	203	-4	-2.1	-3	1.5	-1.4	6	8	-3
CN1C(=O)C(C)(C)c2cc(S(=O)(=O)N3CCCC(C(=O)NCc4ccccc4Cl)C3)ccc21 (stereo not drawn)	2.1	2	23	-6	-1.7	-1	2.7	1.1	2	1	-7
O=C1CSC(=S)N1/N=C/c1ccc(O)c([N+](=O)[O-])c1	·	-5	·	14	·	1	·	3.9	3	17	-6
O=c1oc2ccccc2c(N2CCCCC2)c1CN1CCCC1	0.5	6	6	-14	0.2	3	3.5	-0.4	4	3	1
O=c1cc(C(F)(F)F)[nH]c2ccc(C(F)(F)F)cc12	5.2	8	-1	-27	3.7	-3	5.1	-1.4	7	-2	3
CCOC(=O)COc1cccc2c(=O)n(CC(=O)N3CCC(C)CC3)ccc12	0.6	9	-18	-2	-1.8	-6	1.3	-3.0	1	-3	-4

3 of the entries above in order of their number in SUMO Mot1 rescue, smallest number first:
SMILES	SUMO Mot1 rescue
O=c1oc2ccccc2c(N2CCCCC2)c1CN1CCCC1	6
Cc1ccc(C(=O)CSc2nc(N)cc(=O)[nH]2)cc1C	8
CN1C(=O)C(C)(C)c2cc(S(=O)(=O)N3CCCC(C(=O)NCc4ccccc4Cl)C3)ccc21 (stereo not drawn)	23

Additional structures follow.
SMILES	AddAB inh	HTR5A ag ctr	SUMO Mot1 rescue	HTR5A inv ctr	Ecoli viability	Tat export inh	phage Ecoli inh	CDK5 p35 inh	PKA-R2B act	DAGLB inh	PKA-R1A act
CC(NC(=O)C1CCCN(S(=O)(=O)c2cccs2)C1)c1ccccc1 (stereo not drawn)	2.1	-5	-3	14	1.2	-2	1.4	-0.7	10	-1	3
CCN(CC)CCN1C(=O)C(=O)/C(=C(/O)c2ccc(F)cc2)C1c1ccncc1 (stereo not drawn)	1.9	0	118	0	1.2	-4	2.5	1.8	0	0	2
COc1cccc(N2CCN(CC(=O)NCc3ccccc3)CC2)c1	3.4	2	4	-6	2.2	4	1.6	0.5	-3	-4	9
CCC(=O)Nc1ccc(NC(=O)CSc2nc3c(c(=O)n(C)c(=O)n3C)n2CC)cc1	2.9	-4	5	2	2.8	4	2.2	0.1	0	2	2
CCOC(=O)COc1nc(C)cc(C(F)(F)F)c1C#N	2.0	·	1	·	-0.6	-1	-2.1	0.7	·	·	·
COc1ccc(C(=O)N/N=C/c2cccnc2)cc1	-0.8	0	-6	1	1.4	7	3.1	1.3	-17	-3	-5
O=C(OCC(=O)N1CCCCC1)c1ccc(OC(F)(F)F)cc1	-1.6	-1	4	6	1.5	2	4.4	-0.9	-9	0	-14
O=C(c1cccc(C(F)(F)F)c1)N1CCN(c2cc(=O)[nH]nc2-c2ccccc2)CC1	0.2	2	-2	17	1.4	5	3.7	0.9	-2	-2	-4
COCCN(C(=O)Nc1ccccc1)C(C)c1cccnc1 (stereo not drawn)	1.6	4	-14	-11	-1.7	8	4.3	-2.2	3	2	6
CCN(C[C@H]1N[C@@](C)(C(=O)OC)[C@H]2C(=O)N(Cc3ccccc3)C(=O)[C@@H]12)C(=O)Nc1ccccc1	2.5	3	·	-11	0.5	11	2.3	1.9	0	1	-7
OCC1OC(n2cnc3c(NC4CCCCC4)ncnc32)C(O)C1O (stereo not drawn)	2.2	6	179	22	-2.7	-7	3.7	1.1	9	-4	-5
CCN(C[C@H]1N[C@@](Cc2ccccc2)(C(=O)OC)[C@H]2C(=O)N(Cc3ccccc3)C(=O)[C@@H]12)S(=O)(=O)c1ccc(OC(F)(F)F)cc1	5.7	-1	4	2	-1.2	-4	6.1	0.2	-3	-10	-1
Cc1ccc(N2CC(C(=O)OCc3ccccc3)CC2=O)cc1 (stereo not drawn)	2.7	0	279	3	3.4	-2	-0.1	-0.8	-2	-6	-9
CCn1cc(-c2nnnn2-c2ccc(Cl)cc2)c(=O)c2ccccc21	-1.9	7	-14	-8	-1.6	5	1.7	0.1	-2	-2	0
Cc1ccc(NC(=O)/C(=C/c2ccncc2)NC(=O)c2ccccc2)cc1	-1.6	0	18	-9	1.6	-1	5.6	-0.4	-20	1	-7
O=C(CN1CCN(Cc2ccccc2)CC1)Nc1cccc(Cl)c1	1.5	3	-12	15	0.1	-12	2.5	-0.3	4	-2	-11
CCc1nc(C)cn1S(=O)(=O)c1cc(Br)c(C)cc1OC	1.1	0	13	-9	-0.3	-3	1.3	-0.3	-13	2	-14
COc1ccc(C)c2sc(=NC(=O)c3ccc(C(C)=O)cc3)n(C)c12	3.0	1	0	-8	-0.3	-7	2.4	-0.6	5	-6	7
CC(C)C(=O)NNC(=O)c1c(O)c2ccccc2[nH]c1=O	0.9	1	126	-3	0.2	-2	1.9	-1.4	0	0	1
COc1ccc(NC(=O)CC2C(=O)OCC3CCCCN32)cc1Cl (stereo not drawn)	1.4	1	0	3	-3.5	-18	4.5	-1.7	-3	2	-3
CCC(CC)NC(=O)C1CCN(c2ccc(S(=O)(=O)N3CCOCC3)cc2[N+](=O)[O-])CC1	4.0	-1	-15	9	-1.7	-5	-0.8	1.1	-9	2	-11
O=C(CCc1nc2ccccc2c(=O)[nH]1)Nc1cc(C(F)(F)F)ccc1N1CCCC1	2.6	-4	-4	14	-3.5	15	4.7	-4.6	-4	2	3
COc1ccc(N2CC(C(=O)N[C@@H](C)C(=O)N3CCCCC3)CC2=O)cc1 (stereo partly drawn)	3.9	1	-4	24	-0.4	8	0.0	-0.5	-1	0	3
COc1cccc(CC2(CO)CCN(Cc3ccc4cccc(F)c4n3)CC2)c1	5.3	5	-14	-18	-1.8	-9	0.8	-0.1	-1	-2	-10
N#CCCN1CCN(S(=O)(=O)c2ccc(S(=O)(=O)N3CCCCCC3)cc2)CC1	3.7	0	-7	0	-2.1	3	0.1	1.4	0	1	4
COc1ccc(CCNC(=O)c2ccc(Cl)c(S(=O)(=O)N(C)c3ccccc3)c2)cc1	3.6	8	9	-30	0.3	8	-0.4	1.5	2	-3	4
Cc1cc(C)nc(N2CCC(C(=O)Nc3nnc(C)s3)CC2)n1	-0.7	-1	6	4	1.2	6	3.0	0.3	8	-3	-3
O=C(C1CCCN1S(=O)(=O)c1ccc(Br)cc1)N1CCOCC1 (stereo not drawn)	0.7	1	286	-2	0.3	-4	0.6	0.4	3	0	7
Cc1ccc(N(C(=O)C(F)(F)F)C(C(=O)NC2CCCCC2)c2cccs2)cc1C (stereo not drawn)	-1.3	3	-7	-14	1.1	2	-0.7	1.4	16	-3	-2
COc1ccc(S(=O)(=O)N2CCN(CCO)CC2)cc1-c1nnc2c3ccccc3c(C)nn12	-2.1	-2	-2	6	-2.0	-3	1.4	-2.3	-5	-5	-9
Cc1cc(NC(=O)CSc2ccc3nnc(CCNS(=O)(=O)c4ccccc4)n3n2)no1	1.1	-1	-16	3	-1.3	-5	3.1	-0.1	-10	2	-2
COc1ccc(Nc2ccc(S(=O)(=O)N3CCCCC3)cc2[N+](=O)[O-])cc1Cl	2.0	1	·	-7	-2.6	10	3.2	0.9	4	14	-6
Cc1ccccc1NC(=O)C1C2C=CC(C3CC23)C1C(=O)O (stereo not drawn)	0.8	0	-10	-1	-2.4	-4	3.8	0.4	-3	-1	-1
Cc1cc(C=C2C(=O)CCCC2=O)c(C)n1-c1ccccc1	3.0	5	1	2	0.7	-5	2.2	0.8	4	1	0
Cc1ccc(C(=O)COC(=O)CNC(=O)c2ccc(Br)o2)cc1[N+](=O)[O-]	1.6	-5	-23	23	-1.3	-5	2.4	1.6	-9	2	-5
COc1cc(/C=C(\C(=O)O)c2ccc(S(=O)(=O)N3CCCC3)s2)ccc1OCCC(C)C	·	2	·	-7	·	4	0.4	1.7	3	6	0
CC(=O)O[C@@]1(C)C[C@@H](O)[C@]2(O)C=CO[C@@H](O[C@@H]3O[C@H](CO)[C@@H](O)[C@H](O)[C@H]3O)[C@@H]21	1.3	4	106	-4	-0.4	-6	3.3	-0.5	5	0	4
O=C(Nc1ccc(S(=O)(=O)Nc2ncccn2)cc1)c1ccc(Br)s1	-0.7	3	381	3	-2.4	6	0.7	2.3	-5	3	3
COc1cc(-c2noc(CCCC(=O)Nc3cccnc3)n2)cc(OC)c1OC	2.0	8	6	21	-1.0	2	2.6	-1.1	-5	-2	3
COc1ccc(-c2cc3c(=O)n(CC(=O)N4CCCCC4)ncn3n2)cc1	1.4	-1	-1	9	0.4	-3	3.1	1.6	-9	-1	0
CC1C(=O)N2CCCc3cc(S(=O)(=O)N(C)CCC#N)cc1c32 (stereo not drawn)	2.4	0	-1	-1	2.8	0	-2.4	0.2	0	2	-2
COc1ccc(/[N+]([O-])=C/c2ccoc2)cc1	3.2	-9	-10	22	3.4	3	1.3	-4.0	7	0	-13
COC(=O)C1=CNC=C(C(=O)OC)C1c1ccc(C(=O)OC)cc1	-0.5	7	-4	-19	2.6	4	4.2	0.5	4	0	3
CC1Nc2ncnc(N3CCN(c4ccccc4)CC3)c2N(Cc2ccc(Cl)cc2)C1=O (stereo not drawn)	3.6	-11	-21	28	1.3	0	2.9	7.3	-15	2	-4
COc1cc([N+](=O)[O-])cc2sc(NC(C)=O)nc12	6.6	-4	-5	29	3.9	-1	2.9	-0.2	3	4	-7
COc1ccc(CN2CCN(CCCc3ccccc3)C(CCO)C2)cc1OC (stereo not drawn)	-0.1	1	14	-2	-0.1	1	1.5	-0.2	-4	-2	2
CCOc1ccc(CCNC(=O)c2ccc(CS(=O)Cc3ccccc3Cl)o2)cc1 (stereo not drawn)	3.0	1	-2	19	-0.9	8	2.0	-2.0	-6	-3	2
CCCCNC(=O)CSc1nc2ccsc2c(=O)n1CCCC(=O)NCCc1ccc(S(N)(=O)=O)cc1	-1.4	0	-4	-22	0.2	-6	2.9	1.1	5	1	-16
CCCC(=O)Nc1ccc(Cl)c(NC(=S)NC(=O)C(C)C)c1	1.2	3	10	-13	1.0	-11	3.5	1.9	-2	-1	2
COc1ccccc1NC(=O)CN1C(=O)COc2ccc(S(=O)(=O)N3CCCCCC3)cc21	1.2	1	3	-2	0.1	4	0.9	-1.1	6	1	-5
COC(=O)C[C@H](NC(=O)Cn1cnc2c(SC)nc(N)nc21)C(=O)OC	3.9	·	-8	·	2.7	-10	4.4	-0.4	1	-1	-2
COc1ccc(CNC(=O)c2ccccc2SC)cc1	1.3	-1	5	4	1.1	-5	-0.8	-0.5	-7	0	-4
